# CHT allo act: human CHT allosteric activation | Q9GZV3 | CHT-expressing cells, membrane potential dye, choline EC20; active compounds read high; LV-AA mutant CHT in HEK293 cells | B-score at 10 µM | 310,000 compounds, 0.49% hits;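 active means initial fluorescence not abnormally high and integrated response B-score, plate-corrected, over 3 SD above library mean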
# Target sequence (Q9GZV3 whole entry, looked up): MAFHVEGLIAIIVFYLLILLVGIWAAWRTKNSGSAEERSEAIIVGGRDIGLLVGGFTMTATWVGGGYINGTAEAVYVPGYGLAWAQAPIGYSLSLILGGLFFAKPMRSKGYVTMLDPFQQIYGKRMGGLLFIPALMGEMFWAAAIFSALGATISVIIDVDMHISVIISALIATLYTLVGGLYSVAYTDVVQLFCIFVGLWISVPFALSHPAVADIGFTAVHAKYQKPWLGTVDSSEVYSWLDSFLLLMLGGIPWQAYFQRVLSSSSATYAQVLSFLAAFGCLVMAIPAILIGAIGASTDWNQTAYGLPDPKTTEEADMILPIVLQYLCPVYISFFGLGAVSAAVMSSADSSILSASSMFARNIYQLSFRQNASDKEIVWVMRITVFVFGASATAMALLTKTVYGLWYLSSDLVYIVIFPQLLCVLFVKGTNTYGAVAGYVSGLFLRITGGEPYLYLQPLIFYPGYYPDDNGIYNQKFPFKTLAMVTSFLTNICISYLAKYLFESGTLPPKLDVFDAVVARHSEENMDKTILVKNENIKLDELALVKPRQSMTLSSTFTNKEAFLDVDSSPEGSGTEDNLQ
# OX1R antagonist: antagonists of human orexin 1 receptor; O43613; CHO/OX1R cells, Fluo-8 calcium fluorescence, orexin A; inhibition, % at 5 µM; 330,000 compounds, 0.43% hits;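 active means inhibition above its plate's threshold, mean inhibition of all tested compounds on the plate plus 3 SD, cut at about 37% in these data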;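 further: 0% = orexin A challenge wells and 100% = SB-334867-A antagonist wells; not every result past the cut was called active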
# Target sequence (O43613 whole entry, looked up): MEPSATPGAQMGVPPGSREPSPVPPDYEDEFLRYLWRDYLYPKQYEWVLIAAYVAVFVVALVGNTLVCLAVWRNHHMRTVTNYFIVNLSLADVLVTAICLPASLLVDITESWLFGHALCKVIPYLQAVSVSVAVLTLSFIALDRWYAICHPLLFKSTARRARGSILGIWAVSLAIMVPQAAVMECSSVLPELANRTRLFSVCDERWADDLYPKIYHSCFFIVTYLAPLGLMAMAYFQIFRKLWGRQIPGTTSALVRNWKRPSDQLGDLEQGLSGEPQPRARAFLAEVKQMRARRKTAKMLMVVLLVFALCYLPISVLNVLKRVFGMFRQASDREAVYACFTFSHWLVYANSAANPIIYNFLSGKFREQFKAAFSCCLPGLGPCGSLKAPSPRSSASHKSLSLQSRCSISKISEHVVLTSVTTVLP
# * marks the source's active call; other numbers are inactive results; i = inactive; nt = no result given.
# Results follow in this order: CHT allo act	OX1R antagonist
CCOC(=O)C1=C(C)N(C[C@@H]2CC[C@@H](Cc3ccc(-c4ccccc4)cc3)O2)C(=O)NC1c1ccc(-c2ccccc2)cc1 (some centres not stated)
 : nt	6
CC(/C=N/n1cnnc1)=C\c1ccco1
 : i	-17
CCOc1ccc(NC(=O)NNC(=O)c2ccc(CC)s2)cc1
 : i	-9
COC(=O)CSc1nccc(-c2cccs2)n1
 : i	-1
CC(O)Cn1cnc2c1c(=O)n(C)c(=O)n2C (configuration not stated)
 : i	-1
O=C(O)COc1ccccc1/C=N/NC(=O)CSc1nnc(SCc2ccc(Cl)cc2)s1
 : i	-27
Cn1c(=O)c2c(ncn2CC(=O)OCC(=O)NC2CCCc3ccccc32)n(C)c1=O (configuration not stated)
 : i	-4
CCOC(=O)c1nnc(-c2cccs2)nc1Oc1ccccc1C(=O)OC
 : i	-5
Nc1cccc(Nc2ncnc3ccccc23)c1
 : i	-12
C=C1C(O)[C@@H]2O[C@]3(CC[C@H](/C=C/C(C)[C@@H]4CC(C)=CC5(O[C@H](C[C@@](C)(O)CO)CCC5O)O4)O3)CC[C@H]2O[C@@H]1C(O)CC(C)[C@H]1OC2(CCCCO2)CCC1C (some centres not stated)
 : nt	6
COc1ccc(C(=O)NCc2nnc(SCC(=O)N3CCOCC3)o2)cc1
 : i	-10
CC(=O)c1cccc(OCc2cc(C(=O)N(C)Cc3ccc(C)o3)no2)c1
 : i	-5
O=C(COC(=O)c1cccc(C(=O)OCC(=O)c2ccc(Br)cc2)n1)c1ccc(Br)cc1
 : i	2
COc1ccc(NC(=O)CC23CC4CC(C2)CC(n2nnc(C)n2)(C4)C3)cc1
 : i	-23
COc1cccc(Oc2ccc(S(=O)(=O)N3CCOCC3)cc2[N+](=O)[O-])c1
 : nt	-23
CCn1cc(/C=N/NC(=O)c2ccc3c(c2)OCO3)c(C)n1
 : i	-3
Cc1cnc(CNC(=O)c2ccc(OC3CCN(C(=O)C4CC4)CC3)cc2)cn1
 : i	-13
CCOc1ccc(CC2S/C(=N/c3ccccn3)NC2=O)cc1 (configuration not stated)
 : i	-31
O=C(CSc1nnc(C2COc3ccccc3O2)o1)Nc1ccc(F)cc1Cl (configuration not stated)
 : i	-15
Cc1ccc(NNC(=S)Nc2ccc(C(C)C)cc2)c(C)c1
 : i	-18
O=C(COn1nnc2ccc(Cl)cc21)NC12CC3CC(CC(C3)C1)C2
 : i	-28
O=C(O)/C=C/c1cccc2c1OCCO2
 : i	-3
COc1ccc(SCCN2CC[C@@H](C)CCC2=O)cc1
 : nt	-16
COc1ccc(C(=O)Nc2cc(C)cc(C)c2)cc1S(=O)(=O)N1CCOCC1
 : i	-22
O=C(COC(=O)c1cccs1)NCCN1C(=O)CSC1=O
 : i	9
O=C(/C=C/c1ccco1)NC(=S)Nc1cc(C(F)(F)F)ccc1N1CCOCC1
 : i	-5
COc1cc(/C=C/C(=O)OCC(=O)N2CCC(C)CC2)ccc1OCC#N
 : nt	-14
CCc1ccc(OCC(=O)c2c(O)c3ccccc3oc2=O)cc1
 : i	-8
CCOC(=O)CC(=O)CSc1ccc2nnc(-c3ccccc3)n2n1
 : i	-42
O=C(O)CCN1C(=O)/C(=C2\C(=O)N(Cc3ccc(F)cc3)c3ccccc32)SC1=S
 : i	2
Cc1nnc2c(NCCc3ccccc3)nc3ccccc3n12
 : i	-45
C/C(=N\NC(=O)c1cccc(S(=O)(=O)N2CCOCC2)c1)c1ccc(OCC(=O)N(C)C)cc1
 : i	-15
O=C1Nc2ccc(F)cc2C12SCCS2
 : i	-17
CSCCC(NC(=O)c1ccc(Cl)cc1)C(=O)OCC(=O)Nc1cc(Cl)ccc1C (configuration not stated)
 : i	-22
Cc1ccc(CN(CC(=O)NCc2ccccn2)S(=O)(=O)c2ccccc2)cc1
 : i	-27
C=CCn1c(SCC(=O)Nc2ccc(C(=O)O)cc2)nc2scc(-c3ccccc3)c2c1=O
 : nt	-7
CCC(C)Sc1cc(-c2nc3cc(C)ccn3c2NC2CCCCC2)ccc1OC (configuration not stated)
 : nt	22
Fc1ccc(-c2csc(Nc3ccccn3)n2)c(F)c1
 : i	-58
CCOC(=O)c1ccccc1NC(=O)/C(C)=C/C(=O)O
 : i	-13
COCC1CCN(C(=O)c2cc(COc3cc(C)c(Cl)c(C)c3)on2)C1 (configuration not stated)
 : i	-24

# A few values from the entries so far:
# For OX1R antagonist, COc1cc(/C=C/C(=O)OCC(=O)N2CCC(C)CC2)ccc1OCC#N shows -14
# For OX1R antagonist, CCOC(=O)CC(=O)CSc1ccc2nnc(-c3ccccc3)n2n1 shows -42
# For OX1R antagonist, Cc1nnc2c(NCCc3ccccc3)nc3ccccc3n12 shows -45
# For OX1R antagonist, CSCCC(NC(=O)c1ccc(Cl)cc1)C(=O)OCC(=O)Nc1cc(Cl)ccc1C (configuration not stated) shows -22
# For OX1R antagonist, Fc1ccc(-c2csc(Nc3ccccn3)n2)c(F)c1 shows -58

# Continuation:
# Results follow in this order: CHT allo act	OX1R antagonist
CC1=NN(c2nc(-c3ccc(C)cc3)cs2)C(=O)C1N=Nc1ccccc1O (configuration not stated)
 : i	-22
O=C(Nc1ccc([N+](=O)[O-])cc1)c1cn(-c2ccccc2)nc1-c1cc2ccccc2o1
 : i	-14
COc1ccc(-c2noc(CCC(=O)N3CCN(c4ccccc4)CC3)n2)cc1
 : nt	-14
O=C(c1ccco1)N1CCN(Cc2nc3ccccc3c(=O)n2-c2ccc(F)cc2)CC1
 : i	-27
O=C(Nc1c(F)cc(F)cc1Br)c1cc(-c2ccc(O)cc2)on1
 : i	15
CN(Cc1c(F)cccc1Cl)C(=O)c1ccc(NC(=O)CC2SC(N3CCCCC3)=NC2=O)cc1 (configuration not stated)
 : nt	-43
Cc1ccc2c(c1)C(c1ccncc1)=NNC(c1ccc(F)cc1)=N2
 : i	-19
COC(=O)c1sccc1NC(=S)Nc1ccc(F)cc1F
 : i	-23
Nn1c(SCC(=O)NCc2ccc3c(c2)OCO3)nnc1C(F)(F)F
 : nt	-18
CN(Cc1ccccc1)c1nc2c(c(=O)[nH]c(=O)n2C)n1CCOc1ccccc1
 : i	-21
Cc1nnc(NC(=O)CCC(=O)NC2CCCCCCC2)s1
 : i	-21
COc1ccc(OC)c(S(=O)(=O)Nc2cccc(-c3ccc(N4CCCCCC4)nn3)c2)c1
 : i	-14
O=S(=O)(N/N=C/c1ccc(OC2CSC2)cc1)c1ccccc1
 : i	20
Cc1cc(-c2nnc(CCC(=O)NCc3cc(F)cc(C(F)(F)F)c3)o2)no1
 : i	-15
CC(NS(=O)(=O)c1cccc(Cl)c1)C(=O)Nc1ccc(-c2nc3ccccc3s2)cc1 (configuration not stated)
 : i	34
CC(C)C(NC(=O)c1c(F)cccc1F)C(=O)N1CCN(c2ccccc2F)CC1 (configuration not stated)
 : i	-34
COc1ccccc1NC(=O)N1CCc2[nH]c3ccc(F)cc3c2C1
 : i	-23
O=C(CN1C(=O)C(=O)N(Cc2ccccc2)C1=O)Nc1cc(Cl)cc(Cl)c1
 : i	-8
O=C(CN1C(=O)COc2ccccc21)N(Cc1ccccc1)Cc1ccccn1
 : i	-16
O=C(O)C1CN(c2nc(Cl)ccc2[N+](=O)[O-])C1
 : i	4
O=C(OCC(=O)N1CCc2ccccc2C1)c1cccnc1Cl
 : i	-13
COc1ccc(C)cc1NC(=O)CN(C)C1CCCCC1
 : i	-8
COc1cc(-c2nnc(SCC(=O)NC3CCCC3)n2C)cc(OC)c1O
 : i	-19
CCOC(=O)C1CCN(C2CCN(C(=O)c3oc4c(F)cccc4c3C)CC2)CC1
 : i	-25
Oc1ccc(-c2[nH]ncc2-c2nc3ccccc3s2)c(O)c1
 : i	24
O=C1CC(C(=O)N(c2ccccc2)C(C(=O)NC2CCCC2)c2ccncc2)CS1 (configuration not stated)
 : i	-14
C[C@H](NC(=O)N1CCn2c1nc1ccccc12)C(=O)NCc1ccc2c(c1)OCO2
 : i	-25
Cc1ccccc1NC(=S)Nc1ccccc1
 : i	9
CCC12CC3CC(C1)CC(C(=O)O)(C3)C2
 : i	7
CCn1ccnc1C(O)c1ccccc1OC (configuration not stated)
 : i	-3
Cc1cc(C)n2nc(CC(=O)NNC(=O)c3ccccc3Cl)nc2n1
 : i	-2
COCCNC(=O)C1c2cc(OC)c(OC)cc2C(=O)N(C)C1c1cccnc1 (configuration not stated)
 : i	-9
COc1ccc(NC(=O)COC(=O)c2c(C)noc2C)c(OC)c1
 : i	-8
COc1ccc(-c2cn(Cc3ccc(C)cc3)nn2)cc1
 : i	-14
O=C1/C(=C/c2ccccn2)SC(=S)N1CCc1ccccc1
 : i	2
CN(C)CCC#CC(O)(c1ccccc1)c1ccccc1
 : i	-9
CCOc1cc(S(=O)(=O)NCc2ccncc2)ccc1Cl
 : i	14
O=C(/C=C/c1ccc(S(=O)(=O)N2CCOCC2)cc1)Nc1cc(F)ccc1F
 : nt	-8
CN(C(=O)CSc1nnc(COc2ccccc2F)n1N)C1CCS(=O)(=O)C1 (configuration not stated)
 : i	-3
CCn1c(SCC(=O)N2CCCC2=O)nnc1-c1cccs1
 : nt	-2
CN1CCN(CCCC(=O)c2ccc(C3CCCC3)cc2)CC1
 : i	-20
Cc1ccccc1CC1(CO)CCCN(C(=O)CCN2CCCO2)C1 (configuration not stated)
 : i	-17
CC(C)(C)c1cc(=O)n2c(C#N)c(C#N)nc2[nH]1
 : i	-4
COc1ccccc1NC(=O)CSc1ccc2nnc(-c3ccccn3)n2n1
 : i	-12
O=C(NC(=S)Nc1cccnc1)c1cc2ccccc2o1
 : i	-16
Cc1ccc(NC(=O)N2CCCCC2)cc1[N+](=O)[O-]
 : i	-16
Cc1ccc(C(=O)Nc2cc(=O)n(C)c(=O)n2C)o1
 : i	1
COc1ccc(-c2cc(C(=O)N3CCc4ccccc4C3)no2)cc1
 : i	-32
CC(CCc1ccccc1)NC(=O)COC(=O)C1CCC(C(C)(C)C)CC1 (configuration not stated)
 : i	-16
COC(=O)CSc1nnc(NC(=O)c2ccc3c(c2)OCO3)s1
 : i	4
CCOC(=O)C1=C(CN2CCN(C(=O)c3ccco3)CC2)NC(=O)NC1c1ccc(OC)cc1 (configuration not stated)
 : i	-18
COc1ccccc1NCC(=O)N/N=C/c1c(O)ccc2ccccc12
 : i	-12
COC(=O)[C@]1(Cc2ccccc2)N[C@H](CN(C)C(=O)Nc2ccccc2)[C@@H]2C(=O)N(Cc3ccccc3)C(=O)[C@@H]21
 : nt	-4
Cn1c(CCNC(=O)c2ccccc2)nc2cc(NC(=O)C3CCCCC3)ccc21
 : i	-14
NS(=O)(=O)c1ccc(CCNC(=O)CSc2nc3ccsc3c(=O)n2CC(=O)O)cc1
 : i	0
O=C(COC(=O)c1cccc(NS(=O)(=O)/C=C/c2ccccc2)c1)Nc1ccccc1OC(F)F
 : i	3
CCc1nc(C)cn1S(=O)(=O)c1ccc([N+](=O)[O-])cc1
 : i	13
Cc1ccc(S(=O)(=O)NC(C)C(=O)Nc2cccc([N+](=O)[O-])c2)cc1 (configuration not stated)
 : i	-4
CSc1ccc(S(=O)(=O)N2CCC(C(=O)NCc3cccnc3)CC2)cc1
 : i	-3
CC(NC(=O)CSCc1ccc(Br)cc1)c1ccccc1 (configuration not stated)
 : i	-28

# (further entries)
# Results follow in this order: CHT allo act	OX1R antagonist
CCC(=O)OC1(C)C(=O)C=C2C=C(C3CC3)OC=C2C1=O (configuration not stated)
 : i	-8
O=C(COC(=O)c1cc2ccccc2oc1=O)Nc1ccc(F)cc1F
 : i	-21
O=C(NCCC1=CCCCC1)C1CCC(=O)N(Cc2ccc(Cl)cc2)C1 (configuration not stated)
 : i	-10
CC(C)CN(C(=O)COC(=O)CN1C(=O)c2ccccc2C1=O)c1c(N)n(Cc2ccccc2)c(=O)[nH]c1=O
 : i	-18
N#C/C(=C\c1ccc(O)c(O)c1)S(=O)(=O)c1ccccc1
 : i	-14
Cc1cccc(N(CC(=O)N2CCCCCC2)S(C)(=O)=O)c1
 : i	-11
O=C(c1ccccc1Cl)N1N=C(c2ccc(Br)cc2)CC1c1nc2ccccc2[nH]1 (configuration not stated)
 : i	-39
CN(CCc1cnn(C)c1)Cc1cn(C)nc1-c1ccccc1F
 : i	1
COc1ccc(Nc2nc(Nc3ccc(OC)cc3)nc(SC3=NCCS3)n2)cc1
 : i	6
Cc1ccc(Oc2ccc(NC(=O)Cn3ccsc3=N)cc2)cc1
 : i	16
CCN(CC(=O)N1CCN(c2ccccc2)CC1)S(=O)(=O)c1ccc(C)cc1
 : i	-18
O=C(CSc1nc2ccccc2s1)c1ccc(O)cc1O
 : i	-19
COc1cccc(CNC(=S)Nc2cc(C)cc(C)c2)c1
 : i	-26
Cc1nc(N=C(N)N)nc2ccccc12
 : 8.1*	-7
O=C(Nc1ccccc1-c1nnn(CC(=O)N2CCOCC2)n1)c1ccccc1F
 : i	-5
CCc1ccc(CNCCSc2nnnn2C)cc1
 : i	-16
C=C(C)c1cccc(C(C)(C)NC(=O)Nc2cc(C)ccn2)c1
 : i	1
Cc1ccc(S(=O)(=O)N2CCOCC2)cc1C(=O)OCC(=O)N1CCCCC1
 : nt	-16
CCOC(=O)CCc1c(C)nc2c(c(C)nn2-c2ccc(C)cc2)c1C
 : i	-16
COc1ccc(C(=O)Nc2ccc(C(=O)OCC(=O)c3cccc4ccccc34)cc2)cc1
 : i	-4

# The list goes on, overlapping the part above by 2 compounds.
# Results follow in this order: CHT allo act	OX1R antagonist
CCOC(=O)CCc1c(C)nc2c(c(C)nn2-c2ccc(C)cc2)c1C
 : i	-16
COc1ccc(C(=O)Nc2ccc(C(=O)OCC(=O)c3cccc4ccccc34)cc2)cc1
 : i	-4
CCOC(=O)c1c(OCCO)nn(-c2ccc(Cl)cc2)c1N
 : i	-16
CCNC(=O)NC(=O)CSc1ccc2ccccc2c1
 : i	4
O=C(NC(=S)NCCc1ccc(Cl)cc1)c1ccco1
 : i	-2
O=C(CN1C(=O)c2ccccc2S1(=O)=O)c1ccc(OC(F)F)cc1
 : i	-7
Cc1sc2nc(SCC(=O)N3CCOCC3)[nH]c(=O)c2c1C
 : i	-16

# Compound activity from PubChem.

# Hits appear at their usual frequency. About 0.8% of those tested had a hit in this group.
